# Screens deposited in PubChem by several laboratories.
# FXIIa inh – human FXIIa protease inhibitors, primary screen, biochemical, 1536-well. Coagulation factor XII (Homo sapiens), P00748. purified FXIIa, Boc-QGR-AMC fluorogenic substrate, 2 h. inhibition, % at 5 µM. hit rate 0.3% among 220,000. AID 800, 2007; in the data active = inhibition above about 40%;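 note: 0% = enzyme with no compound and 100% = blank without enzyme; many of its hits are not listed in these tables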
# Target sequence (P00748 20-372 limits assumed): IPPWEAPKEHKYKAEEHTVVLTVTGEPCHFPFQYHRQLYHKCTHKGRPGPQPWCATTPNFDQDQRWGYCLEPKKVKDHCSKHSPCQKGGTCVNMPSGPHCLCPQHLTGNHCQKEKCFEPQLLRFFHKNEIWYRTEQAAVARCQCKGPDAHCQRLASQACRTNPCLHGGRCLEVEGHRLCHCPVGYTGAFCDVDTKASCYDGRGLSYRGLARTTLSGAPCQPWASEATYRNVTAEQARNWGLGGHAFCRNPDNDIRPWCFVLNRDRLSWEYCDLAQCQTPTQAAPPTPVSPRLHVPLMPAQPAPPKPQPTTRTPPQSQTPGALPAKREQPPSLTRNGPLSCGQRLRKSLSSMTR
# Target sequence (P00748 373-615 limits assumed): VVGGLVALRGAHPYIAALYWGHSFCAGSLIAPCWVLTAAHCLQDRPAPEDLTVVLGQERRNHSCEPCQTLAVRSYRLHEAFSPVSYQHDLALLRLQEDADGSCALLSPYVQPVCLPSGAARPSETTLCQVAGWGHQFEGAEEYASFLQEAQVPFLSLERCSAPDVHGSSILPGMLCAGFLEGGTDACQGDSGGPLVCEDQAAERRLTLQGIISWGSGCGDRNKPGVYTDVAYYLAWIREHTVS
# FXIa inh 1536 – human FXIa protease inhibitors, primary screen, biochemical, 1536-well | Coagulation factor XI (Homo sapiens), P03951 | purified FXIa, Boc-Glu-Ala-Arg-AMC fluorogenic substrate | inhibition, % at 5 µM | hit rate 0.14% among 220,000 | AID 798, 2007;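 active = inhibition of at least 40%; inactive = inhibition below 40%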;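 note: fluorescence of freed AMC excited at 355 nm; 0% = enzyme without compound and 100% = no enzyme blank; many of its hits are not listed in these tables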
# Thrombin inh – human alpha-thrombin inhibitors, primary screen, counter-screen for coagulation protease inhibitor project, biochemical, 1536-well, fluorogenic AMC substrate | Prothrombin (Homo sapiens), P00734 | Boc-VPR-AMC fluorogenic substrate cleavage | inhibition, % at 5 µM | hit rate 0.26% among 220,000;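 active = inhibition at or above 40%; inactive = inhibition below 40%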;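 note: 0% = enzyme with no compound and 100% = wells without enzyme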
#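 System – human alpha-thrombin · Medium – pH 7.5 Tris (50 mM) with NaCl 150 mM, Tween 20 0.05% · Compound – single-point dosing at 5 µM, 0.2% DMSO · Incubation – enzyme reaction carried out at room temperature · Technique – fluorescence of released AMC, ex 355 nm, em 460 nm · Read-out basis – % inhibition of thrombin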
# Rad51 HR inh – human RAD51 strand exchange inhibitors, primary screen, biochemical, fluorescence | DNA repair protein RAD51 homolog 1 (Homo sapiens), Q06609 | hRad51 DNA strand exchange, fluorescence dequenching | inhibition, % at 10 µM | hit rate 0.085% among 200,000 | AID 1385, 2008;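 active = inhibition above 40% at the single screening dose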;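 note: 0% = DMSO control wells and 100% = blanks with heterologous ssDNA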
# Target sequence (Q06609 whole entry, looked up): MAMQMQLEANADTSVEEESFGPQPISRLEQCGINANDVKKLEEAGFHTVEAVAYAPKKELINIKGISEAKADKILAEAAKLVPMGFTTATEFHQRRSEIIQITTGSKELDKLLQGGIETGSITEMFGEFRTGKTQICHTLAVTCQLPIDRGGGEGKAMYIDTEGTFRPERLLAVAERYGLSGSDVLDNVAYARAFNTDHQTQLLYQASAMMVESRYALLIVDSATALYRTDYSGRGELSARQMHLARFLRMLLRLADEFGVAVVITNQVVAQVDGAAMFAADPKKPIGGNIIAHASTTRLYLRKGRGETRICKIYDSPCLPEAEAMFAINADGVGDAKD
#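 Test system: preformed human Rad51 ssDNA filaments; also added: Donor/quencher-labelled 47-bp dsDNA substrate; doses: 10 µM final, single point; times: 37 °C 15-min filament assembly, 30-min compound preincubation, 15-min exchange; detection: FRET fluorescence dequenching, excitation 485 nm, emission 520 nm; read-out basis: Fluorescence-based percent inhibition, control- and blank-normalised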
# KLK5 inh – human KLK5 protease inhibitors, primary screen, biochemical, 1536-well | Kallikrein-5 (Homo sapiens), Q9Y337 | recombinant hK5, fluorogenic AMC substrate cleavage | inhibition, % at 5 µM | hit rate 0.59% among 210,000;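 active = inhibition of 40% or more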;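 note: 0% = enzyme controls without compound and 100% = no-enzyme blanks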
# Hck Nef HTS – inhibitors of Nef-activated human Hck kinase, primary screen, biochemical, Z-Lyte FRET, 384-well, Hck-YEEI | Tyrosine-protein kinase HCK (Homo sapiens), P08631 | inhibition, % at 20 µM | AID 463187, 2010 | Recombinant Hck-YEEI plus Nef, Z-Lyte FRET kinase assay | hit rate 0.68% among 220,000;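 active = Hck-Nef kinase inhibition above about 50%, limit read from the data; inactive = inhibition below that limit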;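 note: 0% = DMSO with Hck plus Nef and 100% = Hck alone without Nef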
# zVAD death inh – inhibitors of zVAD-triggered necroptosis, primary screen, L929 cells. L929 zVAD necroptosis rescue, ATP luminescence, 24 h; with zVAD 60 µM. viability rescue, % at 10 µM. hit rate 0.38% among 220,000;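 active = activation, scaled between plate controls, above about 75%, limit read from the data; inactive = activation under that limit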;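 note: 0% = zVAD with DMSO and 100% = DMSO alone without zVAD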
# KCC2 mod – KCC2 cotransporter modulators, thallium flux, primary screen, cell-based, HEK293 KCC2, FluoZin-2 fluorescence, MLSMR. AID 1456, 2008. B-score of Tl+ flux slope (higher = more flux/activation; lower = inhibition) at 10 µM. hit rate 2.2% among 190,000. KCC2 cells, thallium flux FluoZin-2 fluorescence;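 active = thallium flux slope and its plate-corrected score both differing from the plate sample mean at a set confidence after two filtering rounds, in either direction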;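 note: slope of fluorescence scaled to starting intensity during 10 to 20 s after thallium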
# TNF death inh – inhibitors of TNF-alpha triggered necroptosis, primary screen, cell-based, Jurkat FADD-/-, single concentration. hit rate 0.068% among 220,000. AID 463075, 2010. Jurkat FADD-/- TNF necroptosis rescue, ATP luminescence, 24 h; 0 = TNF only, 100 = no-TNF cells. activation (protection from cell death), % at 10 µM;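 active = activation, meaning protection from cell death, of at least 50% relative to plate controls; inactive = activation below 50%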;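 note: necroptosis triggered by 40 ng/mL TNF-alpha added together with compound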
# Starred values were filed as active, the others as inactive; nt = no result given; & = joins results of further samples. Some of the compounds tested; the hit share may differ from the screen's.
SMILES,FXIIa inh,FXIa inh 1536,Thrombin inh,Rad51 HR inh,KLK5 inh,Hck Nef HTS,zVAD death inh,KCC2 mod,TNF death inh
O=C1CCC(C(=O)OC(C(=O)c2c[nH]c3ccccc23)c2ccccc2)=NN1 (stereo unspecified),17,9,-1,14,-5,2,0.6,0.89,0.5
COc1ccc(OC)c(S(=O)(=O)NCCC(C)C)c1,6,-8,-24,3,-1,16,3.1,0.26,4.3
CCc1ccc(Nc2nc(N)nc(CSc3nnnn3-c3ccccc3)n2)cc1,13,3,1,1,-4,4,-0.4,-0.35,-1.0
COCCNC(=S)N(CCc1c(C)[nH]c2ccc(Cl)cc12)Cc1cccs1,5,-3,-15,-2,-3,22,2.0,0.72,3.0
Clc1ccc(-c2cn(-c3ccc(Cl)cc3)c3[n+]2CCCCC3)cc1,10,4,-1,nt,1,1,0.2,0.13,-0.3
O=C(Nc1ccc2c(c1)OCCO2)c1cccc2nc3ccccc3nc12,15,3,-2,-6,10,1,0.2,-0.49,-19
CCc1ccc(C(=O)NC(C(=O)NCC2CCCO2)C(C)C)cc1 (stereo unspecified),4,-1,-1,3,-3,-12,0.9,0.65,0.7
Cc1cccc(CS(=O)(=O)Cc2ccc(C(=O)NCCCN3CCOCC3)o2)c1,11,4,-3,nt,-1,0,2.5,-1.4,-0.1
CCN1CCN(Cc2cc(=O)oc3cc(C)cc(C)c23)CC1,3,-2,-3,-6,-16,0,-0.2,nt,1.5
O=C1c2ccccc2-c2c1nc1c([n+]2[O-])CCCC1,9,-7,-13,0,-13,-1,-0.5,nt,-1.6
CCN1CCc2nc(N)sc2C1,6,-1,-6,-129,10,7,1.7,0.026,0.1
Cc1nc2sc(C(c3ccco3)N3CCC4(CC3)OCCO4)c(O)n2n1 (stereo unspecified),nt,nt,nt,-1,nt,11,-0.3,0.073,-0.8
O=c1[nH]c(N2CCCCC2)nc2c1CCCC2,17,6,3,-9,-3,1,-0.2,-0.1,-4.7
CC1CCN(c2nc3ccc(C(=O)N4CCN(Cc5ccccc5)CC4)cc3s2)CC1,2,-8,-8,1,-24,4,3.5,-0.68,-2.0
COc1ccc(C(=O)Nc2ccc(C)cc2C(=O)c2ccccc2)c(OC)c1,16,9,-4,3,-1,3,-0.3,-2.3,4.0
S=C(NCC1CCCO1)Nc1ccc(Cl)cc1 (stereo unspecified),9,7,-5,-4,-8,-2,-0.5,0.48,-0.8
Cc1ccc2cc(CN(C)S(C)(=O)=O)c(=O)[nH]c2c1,3,1,1,-3,-3,28,1.6,-1.6,0.3
COc1ccc2oc(-c3ccc(C)c(NC(=O)c4ccc(N5CCOCC5)c([N+](=O)[O-])c4)c3)nc2c1,18,5,5,5,-3,1,2.4,nt,-4.8
Cc1nnnn1/C(=C\c1ccccc1)C(=O)OCC(=O)N(C)C1CCS(=O)(=O)C1 (stereo unspecified),4,-3,-7,1,-3,1,0.2,0.023,1.9
CCNC(=S)N1CCN(S(=O)(=O)c2cccc(C(F)(F)F)c2)CC1,3,1,-8,nt,-34,0,1.3,0.49,2.3
O=C(Cn1cc2c(n1)CCCCC2)Nc1ccc(F)cc1F,10,1,-3,0,-2,-2,0.8,-0.12,4.5
COc1cccc(CN2CC(O)=C(c3nc(-c4ccc(Cl)cc4)cs3)C2=N)c1,11,-4,-4,nt,3,17,0.7,1,-0.6
O=C(Cn1cnc2c(cnn2-c2ccc(Cl)cc2)c1=O)NC1CCCCC1,2,-3,2,5,-1,3,1.2,1.6,0.1
Cc1ccc(C)c(N2CCN(C(=O)C3CCCN(S(=O)(=O)c4c(C)[nH]c(=O)[nH]c4=O)C3)CC2)c1 (stereo unspecified),8,4,2,15,1,14,-0.1,0.025,-0.1
Cc1nc(C(=O)Nc2ccccc2)sc1C1(C)CC(c2cccnc2)=NO1 (stereo unspecified),8,2,0,-9,2,31,0.2,-0.23,0.6
O=C(C1CCCN(S(=O)(=O)Cc2ccccc2)C1)N1CCc2ccccc21 (stereo unspecified),0,-13,-5,14,11,-2,-0.2,-0.09,0.8
COc1ccc(Cl)cc1S(=O)(=O)N1CCCC1,22,5,2,6,-16,2,-0.4,0.67,-0.4
Cc1noc(C(=O)N2CC3(C)CC2CC(C)(C)C3)c1Cl (stereo unspecified),11,0,1,-3,-5,6,10,nt,-0.5
COc1ccc(/C=C/C2=NN(Cc3ccccc3)C(=O)CC2)cc1,5,-6,-9,7,-23,18,1.6,nt,1.0
Clc1ccc(N2CCCCCC2)nn1,16,10,0,4,-28,2,0.6,0.25,0.3
OCCNc1nc2ccccc2n1-c1ccccc1,10,-4,-2,9,-3,10,-0.1,-0.48,-0.4
Cc1cc(NC(=O)CCC(=O)N(C2CC2)C2(C(=O)NC3CCCC3)CCC(C)CC2)no1 (stereo unspecified),14,0,3,-5,-2,2,-0.1,-0.69,1.2
COc1cccc(C(=O)NNC(=O)c2sccc2-n2cccc2)c1,3,-15,-6,12,-6,20,4.5,5.9*,1.4
NC(=O)CSc1nnc(-c2cccs2)n1Cc1ccco1,5,3,-5,nt,2,13,-0.2,-1.3,0.8
CCOc1ccc2nc(SCC(=O)Nc3ccc4c(c3)OCO4)sc2c1,8,7,-12,-2,-9,-2,-1.1,0.8,-0.8
OCCN(CCO)CC(O)COc1ccc(Br)cc1 (stereo unspecified),5&6,-4&1,-2&0,14&22,2&3,14&17,0.0&0.3,-0.072&0.015,3.8&3.0
COc1cccc2cc(C(=O)N(C)C3CCN(C)CC3)c(=O)oc12,13,8,3,18,6,0,0.8,0.63,-2.3
CCC(=O)NCc1c(Cl)cccc1-n1cccc1,12,5,3,9,-2,1,-0.1,0.79,23
COc1cccc(Nc2ncnc3c2cnn3C)c1,13,6,6,-4,15,5,0.4,0.3,1.3
CCC(=O)N1N=C(c2ccc(C)o2)CC1c1ccc(OC)cc1 (stereo unspecified),8,-2,-6,nt,nt,2,-0.6,0.49,34

# Entries from the list above with fluorine:
SMILES,FXIIa inh,FXIa inh 1536,Thrombin inh,Rad51 HR inh,KLK5 inh,Hck Nef HTS,zVAD death inh,KCC2 mod,TNF death inh
CCNC(=S)N1CCN(S(=O)(=O)c2cccc(C(F)(F)F)c2)CC1,3,1,-8,nt,-34,0,1.3,0.49,2.3
O=C(Cn1cc2c(n1)CCCCC2)Nc1ccc(F)cc1F,10,1,-3,0,-2,-2,0.8,-0.12,4.5

# Remaining list, next part:
SMILES,FXIIa inh,FXIa inh 1536,Thrombin inh,Rad51 HR inh,KLK5 inh,Hck Nef HTS,zVAD death inh,KCC2 mod,TNF death inh
O=C(O)CCCn1nc(C(F)(F)F)c2c1CCCCC2,23,3,3,4,-10,0,0.9,nt,-0.5
O=C(Nc1ccc(Nc2ccncc2)cc1)c1ccc(Nc2ccnc3ccc([N+](=O)[O-])cc23)cc1,8,-1,-4,22,-9,-163,0.9,1.6,0.2
COc1ccc(OC)c(C2N(c3ccccn3)C(=O)C3CCCN32)c1 (stereo unspecified),11,2,3,-3,-2,-1,-0.2,0.72,0.0
Nc1ccc(-c2ccc(N)c(C(=O)O)c2)cc1C(=O)O,3,-2,-3,10,-3,19,-0.3,-0.95,5.8
CN=Cc1cc(-c2ccccc2)sc1O,3,9,1,-10,10,9,0.3,-0.065,-0.1
COc1ccc(S(=O)(=O)NCC(=O)N(CC(=O)NCC2CCCO2)c2cc(C)ccc2C)cc1 (stereo unspecified),8,-3,-8,4,-20,0,0.6,-0.096,0.1
N/C(=N\OC(=O)N1CCOCC1)c1ccc(Cl)cc1,-1,3,-7,-13,0,-2,0.2,-0.18,-3.4
O=C(CC1C(=O)NCCN1C(=O)Nc1ccc(F)cc1F)Nc1cc(Cl)ccc1Cl (stereo unspecified),4,3,0,14,2,0,0.6,-0.022,3.2
COc1ccc(OC)c(NC(=O)CN(C)S(=O)(=O)c2ccc3nc(C)sc3c2)c1,9,21,-3,nt,-11,-11,nt,0.002,-2.5
CSCC[C@H](NC(=O)COc1ccc(Cl)cc1Cl)c1nc2ccccc2[nH]1,8,-1,-1,5,-8,0,1.3,-0.83,4.4
NC(=O)c1c(NC(=O)CN2C(=O)CCC2=O)sc2c1CCCCC2,-5,-17,-10,2,-7,18,0.6,0.66,-0.4
O=C(CCc1nnc(CCCCc2ccccc2)o1)NC(c1cccnc1)C(F)(F)F (stereo unspecified),13,2,5,4,nt,3,-0.3,-2.4,-0.1
COc1ccc(/C=C/C(=O)c2ccc(Cl)cc2)c(OC)c1,3,-8,0,3,-4,1,0.0,nt,-6.2
COc1ccc(CCNC(=O)COC(=O)/C=C/c2ccc(OCC#N)c(OC)c2)cc1OC,17,3,-4,12,-16,3,0.4,0.81,0.1
CC(=O)Cc1nsc(NC(=O)c2ccc(-c3cccc(Cl)c3)o2)n1,5,-4,-2,13,8,12,11,-1.5,-1.2
Cc1nn(Cc2ccccc2)c(N)c1C#N,9,1,1,1,-24,1,1.4,0.13,54*
Cn1c(=O)c2c(nc(N3CCN(c4ccccn4)CC3)n2Cc2ccccc2Cl)n(C)c1=O,3,-15,-1,-2,-7,1,-0.5,nt,-5.2
N#CC1=C(N)Nc2nc3ccccc3n2C1c1ccc(F)cc1 (stereo unspecified),6,-12,5,-4,6,1,2.0,-0.14,-0.3
Cc1ccc(C(=O)OC(C(=O)Nc2ccc(Cl)cc2C(F)(F)F)c2ccccc2)cc1 (stereo unspecified),1,-4,-8,10,-18,0,2.0,0.8,3.9
OCCN1CCN(CC(O)COCCOc2ccc(Br)cc2)CC1 (stereo unspecified),8,5,-2,nt,-13,4,-0.4,0.0078,1.2
CCOC(=O)Cc1csc(NC(=O)c2ccc(Br)o2)n1,3,-5,-16,0,-25,2,0.0,nt,0.1
Cc1cc(C)c(C(=O)CSC2=NC(N)=C(C#N)C3(CCCCC3)C2C(N)=O)cc1C (stereo unspecified),7,4,-1,0,4,1,0.5,nt,-2.2
COc1ccc(NC(=O)Nc2cccc3cccnc23)cc1,13,0,0,-3,0,3,1.5,nt,-1.4
CCN(CC)CCN1C(=O)C(=O)/C(=C(/O)c2ccncc2)C1c1ccccc1F (stereo unspecified),1,-5,-4,-2,-28,1,0.2,0.16,-2.4
O=C(c1ccccc1)N1CC(COc2ccccc2)OC(c2ccco2)O1 (stereo unspecified),0,-26,-7,4,3,2,0.4,nt,0.2
O=C(NC(=S)Nc1ccc(S(=O)(=O)Nc2nccs2)cc1)C1CC1,7,8,-1,-5,-1,3,1.0,nt,1.4
